Tau fluor counter = counter-screen for tau fibril formation inhibitors. tau K18 P301L Alexa594 fluorescence, heparin fibrillization. Potency, µM (doses to about 57.7 µM), for the others: at the top dose activity change, negative = decrease. actives 0.93% (n = 280,000); note: % is set by controls: 0 for no effect and ±100 for the full control effect; nearly all actives have a fitted effect of over 55% in size
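Human K18 P301L tau (15 uM unlabeled plus 0.24 uM Alexa 594-labeled, final) in 100 mM sodium acetate pH 7 was mixed with compound and 20 uM heparin and incubated 6 hr at 37 C.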
HTT aggregate = reduces HttQ103-GFP aggregates in PC12 cells; PC12 HttQ103-GFP aggregates, Acumen cytometry, 40 h; Potency, µM (series often up to 46.1 µM), for inactives: top-dose activity change, negative = inhibition, most hits filed as inhibitors; actives 1.1% (n = 220,000); AID 1688; note: % is set by controls: 0 for no effect and ±100 for the full control effect; nearly all actives have a fitted effect of over 60% in size
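Multiplexed with ATP-based cell death, this channel scores GFP aggregates in PC12 cells expressing inducible HTTex1-Q103-GFP. Induction used 100 nM tebufenozide; compounds were tested in concentration series.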
Tau FP inhib = tau fibrillization inhibition (FP); K18 P301L tau heparin fibrillization, Alexa594 FP, 6 h; P10636; Potency, µM (series often up to 57.7 µM), without a hit: at the highest dose activity, negative = inhibition, usual class: inhibitors; actives 0.39% (n = 280,000); note: % is set by controls: 0 for no effect and ±100 for the full control effect; nearly all actives have a fitted effect of over 55% in size
Target sequence (P10636 561-689 P618L limits assumed): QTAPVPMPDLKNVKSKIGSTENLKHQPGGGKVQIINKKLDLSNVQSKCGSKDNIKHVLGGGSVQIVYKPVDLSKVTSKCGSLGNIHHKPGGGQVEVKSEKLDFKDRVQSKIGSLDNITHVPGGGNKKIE
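Human tau K18 […] P301L fragment, 15 uM unlabeled plus 0.24 uM Alexa 594-labeled tau (final), with compound and 20 uM heparin in 100 mM sodium acetate pH 7; 6 hr at 37 C, then Alexa 594 FP read.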
KDM4E inh = JMJD2E (human) inhibition; B2RXH2; JMJD2E catalytic domain, FDH-coupled NADH fluorescence (FDH is formaldehyde dehydrogenase); Potency, µM (top dose mostly 57.1 µM), inactives show top-dose activity change, negative = inhibition, most hits filed as inhibitors; actives 1.6% (n = 230,000); active = well fitted inhibition curve with a large enough effect, not every such curve was filed as active; inconclusive = small, poorly fitted or top-dose-only effect, or another doubt; inactive = no such curve, though single readings can be large or run the other way;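 note: 0% = wells with enzyme and -100% = buffer wells without enzyme; nearly all actives have a fitted effect of over 50% in size; many of its hits are not listed in these tables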
Target sequence (B2RXH2 1-337 limits assumed): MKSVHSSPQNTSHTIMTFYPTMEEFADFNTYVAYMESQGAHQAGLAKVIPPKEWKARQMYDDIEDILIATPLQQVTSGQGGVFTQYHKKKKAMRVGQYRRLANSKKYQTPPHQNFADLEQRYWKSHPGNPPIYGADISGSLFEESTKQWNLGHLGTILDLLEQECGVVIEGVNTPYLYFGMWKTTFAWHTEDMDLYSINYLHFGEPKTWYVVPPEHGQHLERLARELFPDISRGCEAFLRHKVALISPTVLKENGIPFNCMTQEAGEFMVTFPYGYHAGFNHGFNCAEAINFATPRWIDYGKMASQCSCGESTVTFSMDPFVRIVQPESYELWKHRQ
ALDH1A1 inh = inhibitors of human aldehyde dehydrogenase 1A1; Potency, µM (top dose mostly 75.3 µM), for inactives: at the highest dose activity, negative = inhibition, usual class: inhibitors; P00352; Purified ALDH1A1, NADH fluorescence, propionaldehyde substrate; actives 7.3% (n = 220,000); active = well fitted inhibition curve with a large enough effect, not every such curve was filed as active; inconclusive = small, poorly fitted or top-dose-only effect, or another doubt; inactive = no such curve, though single readings can be large or run the other way;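 note: plate controls were no enzyme wells and a reference inhibitor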
Target sequence (P00352 whole entry, looked up): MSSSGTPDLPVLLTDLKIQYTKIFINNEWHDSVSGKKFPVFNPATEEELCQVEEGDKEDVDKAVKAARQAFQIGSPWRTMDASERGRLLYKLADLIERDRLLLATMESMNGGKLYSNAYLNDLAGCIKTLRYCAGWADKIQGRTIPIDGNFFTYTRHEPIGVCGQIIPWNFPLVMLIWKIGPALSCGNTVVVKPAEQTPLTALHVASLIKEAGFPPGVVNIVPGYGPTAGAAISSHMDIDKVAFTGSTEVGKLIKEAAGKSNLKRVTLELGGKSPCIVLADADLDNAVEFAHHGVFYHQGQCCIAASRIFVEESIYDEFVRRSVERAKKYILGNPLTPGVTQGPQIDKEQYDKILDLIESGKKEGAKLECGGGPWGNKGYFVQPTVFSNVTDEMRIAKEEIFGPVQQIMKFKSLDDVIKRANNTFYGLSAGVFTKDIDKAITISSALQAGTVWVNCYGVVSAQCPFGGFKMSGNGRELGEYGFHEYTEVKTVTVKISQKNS
SMN2 splice enh = SMN2 splice variant enhancement. AID 1458. Potency, µM (top dose mostly 46.1 µM), for inactives: at the highest dose activity change, positive = activation, most hits filed as activators. HEK293 SMN2-luciferase splicing reporter, luminescence, 30-36 h. actives 2.8% (n = 210,000); note: % of control where 0% means no effect; nearly all actives have a fitted effect of over 55% in size
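HEK293 cells carry an SMN2 minigene-luciferase reporter in which exon 7 inclusion puts luciferase in frame. Cells were seeded at 2000 cells/well, attached for 10-12 hours, then exposed to compounds for 30-36 hours at 37C before ONE-Glo luminescence.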
HTT cytoprotect = Huntington cell model cytoprotection by ATP luminescence; PC12 HTT-Q103 induced, cytoprotection, ATP luminescence, 40 h; Potency, µM (highest dose often 56.4 µM), inactives show cytoprotection (ATP increase), usual class: activators; actives 0.14% (n = 230,000); AID 1471;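 note: % of control where 0% means no effect; nearly all actives have a fitted effect of over 45% in size; toxic huntingtin expression switched on by the ecdysone agonist tebufenozide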
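Stable PC12 Q103-GFP cells in serum-supplemented, phenol red-free DMEM; induction by tebufenozide at 100 nM final; compound dose series; cell viability quantified luminescently from ATP.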
Tau ThT inhib = tau fibrillization inhibition (ThT binding); P10636; actives 2.1% (n = 270,000); Potency, µM (titrated, usually from 57.4 µM), inactives show top-dose activity, negative = inhibition, most hits filed as inhibitors; recombinant tau K18 P301L (four-repeat tau fragment), heparin-induced fibrillization, ThT fluorescence; note: % is set by controls: 0 for no effect and ±100 for the full control effect; nearly all actives have a fitted effect of over 55% in size
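Heparin-induced (20 uM) aggregation of recombinant human K18 P301L tau, 15 uM unlabeled with 0.24 uM labeled, pH 7 acetate buffer, 6 hr at 37 C with compound. Fibrils quantified by 30 uM ThT fluorescence after 1 hr ambient incubation.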
The depositor's hits bear a star; ? = inconclusive; . = not tested or not shown; [ ] = remark or other dose. Unless noted, calls come from the whole dose curve; as a rule, active = well fitted curve in the direction sought with a large enough effect; inconclusive = small, poorly fitted or top-dose-only effect, or another doubt; inactive = no such curve, though single readings can be large; an effect the other way counts as inactive or inconclusive. Potency is the fitted concentration of half-maximal effect. An excerpt (hit frequency here may not be typical).

SMILES	Tau fluor counter	HTT aggregate	Tau FP inhib	KDM4E inh	ALDH1A1 inh	SMN2 splice enh	HTT cytoprotect	Tau ThT inhib
COc1ccc(OC)c(Nc2nc(N)nc(CSc3nnc(-c4ccncc4)o3)n2)c1	-1.8%	17.7%	7.3%	1.3%	3.7%	7.5%	-5.1%	-8.3%
CSc1sc(C(=O)N(C)C)c2c1S(=O)(=O)N(C)c1ccccc1-2	1.5%	-18.9%[9.22 µM]	-6.2%	5.0%	.	.	-12.1%[10 µM]	5.9%
COc1ccc(N(C(=O)CNC(=O)c2cccs2)C(C(=O)NC2CCCC2)c2cccnc2)cc1 (stereo unspecified)	-12.8%	8.3%[9.22 µM]	-0.9%	-9.6%	6.3%	.	-8.4%[10 µM]	-5.8%
COc1ccc(N2CCCCn3c2nc2c3c(=O)[nH]c(=O)n2C)cc1	-1.6%	-20.3%	6.5%	-7.9%	0.9%	?	-25.0%[10 µM]	-7.5%
N#CC1=C(SCC(=O)NC23CC4CC(CC(C4)C2)C3)NC(=O)C(C#N)C12CCCCC2 (stereo unspecified)	?	3.55µM*	-5.6%	-19.2%	1.12µM*	-67.9%[inhibitor]	14.2%[10 µM]	?
CCN(CC)C(=O)c1c(NC(=O)c2cccc(C)c2)sc2c1CCC(C)C2 (stereo unspecified)	-10.2%	.	6.6%	.	.	-3.8%	.	?
COc1ccc(C(=O)CSc2nn3c(=O)c(C(C)(C)C)nnc3s2)cc1	-18.5%	?	0.7%	-7.2%	0.398µM*	6.1%	26.9%	?
Cc1csc(N(C(=O)c2ccccc2F)c2ccccc2)n1	-7.8%	3.6%	-1.5%	?	4.6%	-7.9%	1.5%[10 µM]	-0.2%
O=C(CSc1ncccn1)NN=C1CCCCCC1	-3.3%	?	4.8%	48.2%[activator]	-1.5%	3.9%	4.2%[10 µM]	-7.4%
COc1ccc(N(CC(=O)NC2CCCCCCC2)S(=O)(=O)c2c(C)nn(C)c2C)cc1	-4.1%	1.6%	0.0%	1.8%	-14.3%	5.3%	1.2%	-5.9%
COc1ccc(Cl)cc1NC(=O)CSc1nc(-c2ccco2)cc(C(F)(F)F)n1	?	.	-17.8%	.	.	3.0%	.	-10.7%
O=c1cc(CN2CCC(Cc3ccccc3)CC2)nc2sccn12	-5.7%	3.5%	-5.4%	-3.8%	-1.7%	14.8%	.	-7.6%
Cc1c(C#N)c2ccccc2n1CC(=O)N1CCc2ccccc2C1	-4.4%	-28.8%	4.7%	3.0%	3.2%	-12.6%	-14.2%	-1.9%
CCC(=O)N1CCN(c2ccc(NC(=O)c3ccc(C#N)cc3F)cc2Cl)CC1	-10.8%	?	-1.0%	1.3%	10.0%	-59.0%[inhibitor]	.	?
CC1CCc2c(sc(NC(=O)c3ccc(Cn4cc(Br)cn4)o3)c2C(N)=O)C1 (stereo unspecified)	-13.7%	-1.6%	-2.8%	?	?	23.7%	10.7%[10 µM]	-15.1%
CSc1nnc(SCc2nc3sc(C(=O)O)c(C)c3c(=O)[nH]2)s1	-17.9%	15.4%[9.22 µM]	0.2%	4.4%	7.08µM*	.	2.3%[10 µM]	?
CCOC(=O)NC(=O)CSc1nnc(C)s1	-6.5%	-16.7%	-12.3%	6.6%	6.9%	23.3%	20.2%[0.074 µM]	3.2%
Cc1ccc(CN2CCN(/N=C/c3sccc3C)CC2)c(C)c1	-15.5%	?	-2.4%	-13.5%	4.7%	-16.6%	-29.2%[10 µM]	-16.5%
CN(C)c1ccc(C(c2nnnn2C(C)(C)C)N2CCN(C(=O)c3ccco3)CC2)cc1 (stereo unspecified)	?	15.5%	-14.2%	-7.5%	?	.	-4.9%[10 µM]	15.8µM*
COc1cccc(CNC(=O)CCC2CCCN(C(=O)c3csc(C(C)C)n3)C2)c1 (stereo unspecified)	2.8%	-13.1%	1.1%	8.7%	10.4%	.	-5.9%	-1.6%
COc1cc(N=C2C(=O)N3CCCc4cccc2c43)cc(OC)c1	-1.1%	13.4%	-0.7%	-3.4%	0.631µM*	2.6%	12.9%[0.074 µM]	-13.0%
CO/N=C(\c1nonc1N)N1CCN(c2ccc(Cl)cc2[N+](=O)[O-])CC1	?	?	-2.3%	7.6%	-3.6%	-17.8%	-19.7%	?
N/C(=N\OC(=O)c1cccc(Br)c1)c1ccc(Br)cc1	-6.4%	4.6%	-1.2%	1.3%	12.9%	-5.1%	-4.7%	-8.4%
CC(=O)c1c(C)[nH]c(C(=O)OCCCCN2C(=O)c3ccccc3C2=O)c1C	-17.1%	2.82µM*	-2.4%	-3.1%	?	-48.4%[inhibitor]	-35.7%	-9.9%

Given with two lines to a compound: entries from further up.
The line under a structure holds: Tau fluor counter, HTT aggregate, Tau FP inhib, KDM4E inh, ALDH1A1 inh, SMN2 splice enh, HTT cytoprotect, Tau ThT inhib
> Cc1c(C#N)c2ccccc2n1CC(=O)N1CCc2ccccc2C1
→ -4.4%, -28.8%, 4.7%, 3.0%, 3.2%, -12.6%, -14.2%, -1.9%
> CCC(=O)N1CCN(c2ccc(NC(=O)c3ccc(C#N)cc3F)cc2Cl)CC1
→ -10.8%, ?, -1.0%, 1.3%, 10.0%, -59.0%[inhibitor], ., ?
> CC1CCc2c(sc(NC(=O)c3ccc(Cn4cc(Br)cn4)o3)c2C(N)=O)C1 (stereo unspecified)
→ -13.7%, -1.6%, -2.8%, ?, ?, 23.7%, 10.7%[10 µM], -15.1%
> CSc1nnc(SCc2nc3sc(C(=O)O)c(C)c3c(=O)[nH]2)s1
→ -17.9%, 15.4%[9.22 µM], 0.2%, 4.4%, 7.08µM*, ., 2.3%[10 µM], ?
> CCOC(=O)NC(=O)CSc1nnc(C)s1
→ -6.5%, -16.7%, -12.3%, 6.6%, 6.9%, 23.3%, 20.2%[0.074 µM], 3.2%
> Cc1ccc(CN2CCN(/N=C/c3sccc3C)CC2)c(C)c1
→ -15.5%, ?, -2.4%, -13.5%, 4.7%, -16.6%, -29.2%[10 µM], -16.5%
> CN(C)c1ccc(C(c2nnnn2C(C)(C)C)N2CCN(C(=O)c3ccco3)CC2)cc1 (stereo unspecified)
→ ?, 15.5%, -14.2%, -7.5%, ?, ., -4.9%[10 µM], 15.8µM*

Further entries
SMILES	Tau fluor counter	HTT aggregate	Tau FP inhib	KDM4E inh	ALDH1A1 inh	SMN2 splice enh	HTT cytoprotect	Tau ThT inhib
CC(Sc1nc(C(C)(C)C)cc(-c2ccccc2)c1C#N)C(=O)Nc1ccccc1 (stereo unspecified)	-3.7%	0.7%	-7.2%	-6.0%	25.1µM*	7.8%	0.4%[10 µM]	-1.0%
CCOC(=O)CSC1=C(C#N)C(c2ccc3c(c2)OCO3)CC(=O)N1 (stereo unspecified)	-9.5%	5.4%	-5.8%	5.4%	-10.0%	-2.3%	-16.0%	-1.9%
CCc1cccc(NC(=O)COc2cc(=O)n(CC)c3ccccc23)c1	-6.8%	.	-13.1%	.	.	1.9%	.	6.1%
CC(C)N(C(=O)CSc1nnc(NC(=O)Cc2cccs2)s1)C(C)C	-11.2%	-4.3%	1.7%	-0.5%	-6.8%	5.0%	-41.0%[inhibitor]	-4.4%
COC(=O)c1ccc(/C=N/NC(=S)NCCN2CCOCC2)cc1	-0.9%	11.2%	-4.5%	-1.2%	2.9%	-2.3%	-36.1%[inhibitor]	0.5%
N#CCCC(CCC#N)C1=NCCc2ccccc21	-8.5%	12.2%[9.22 µM]	1.4%	-2.0%	.	.	21.6%[10 µM]	-6.7%
CC(C)c1ccc2c(c1)NC(c1ccncc1)=NC(c1cccs1)=N2	?	.	13.1%	.	.	-0.5%	.	?
Cc1c(C(=O)NCCSCc2ccc(Cl)cc2Cl)cccc1[N+](=O)[O-]	?	?	2.0%	0.8%	?	-15.2%	-76.5%[inhibitor]	-9.3%
C[C@@]12C(=O)OC(=O)[C@@]1(C)[C@@H]1CC[C@@H]2O1	-24.8%	.	-6.8%	1.6%	6.4%	.	6.6%	?
Cc1ccc(NC(=O)CC2NCCN(Cc3ccccc3)C2=O)cc1 (stereo unspecified)	-12.8%	6.3%[9.22 µM]	-5.7%	1.6%	-0.8%	.	2.7%[10 µM]	-4.6%
CC1CC(=O)Nc2ccccc2N1S(=O)(=O)c1ccc(Cl)cc1 (stereo unspecified)	-6.8%	-1.3%[9.22 µM]	2.6%	5.3%	.	.	12.5%[10 µM]	-1.8%
CC(C)c1ccc(/C=N/N2CCN(c3ccccn3)CC2)cc1	?	-3.5%[9.22 µM]	-6.0%	-18.9%	12.3%	.	16.9%[10 µM]	12.6µM*
O=Nc1c(O)n(Cc2ccccc2)c2ccccc12	-3.5%	18.8%[9.22 µM]	-1.4%	-1.8%	.	.	35.2%[10 µM]	-6.3%
CN(C)CCCNC(=O)c1ccc(=O)[nH]n1	-9.4%	18.1%[9.22 µM]	-3.5%	4.4%	.	.	-13.3%[10 µM]	-6.4%
Cc1cc(C(=O)CSc2nnnn2-c2ccc(Cl)cc2)c(C)n1CC1CCCO1 (stereo unspecified)	-4.7%	-3.3%	6.1%	-0.7%	3.9%	-8.4%	5.4%[10 µM]	-7.9%
O=C(CSc1ccc2ccccc2n1)NCc1ccc2c(c1)OCO2	-3.4%	-8.3%	-0.1%	-2.2%	17.8µM*	-21.3%	-16.0%[10 µM]	-6.4%
Cc1ccc(CN2CCN(Cc3cnc(C)[nH]3)CC2CCO)cc1 (stereo unspecified)	-6.9%	3.3%[9.22 µM]	-8.5%	-9.7%	-0.1%	.	8.8%[10 µM]	-10.2%
COCCCn1c(Cc2csc(Nc3cccc(Cl)c3)n2)nnc1SCC(=O)OC1CCCCC1	?	-5.5%	?	7.4%	?	1.3%	5.1%	?
COc1ccc(Nc2ncc(C(=O)Nc3cccc(Cl)c3)c3ccccc23)cc1	8.91µM*[quencher]	.	9.2%	.	.	10.6%	.	?

Screening results (PubChem)
